Bioassay records deposited in PubChem BioAssay by several laboratories.
Bcl-B TR3 displacers: displacers of TR3 peptide from Bcl-B, primary screen, selectivity assay for Bfl-1 inhibitor project, biochemical, fluorescence polarization. FP displacement of FITC-TR3 peptide from Bcl-B; higher % means a stronger effect. one-dose displacement, % at 20 µM; IC50 in µM for titrated hits. 96,000 compounds, 0.11% hits. AID 748, 2007;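 active = displacement above 50% at 20 µM plus a fluorescence interference ratio under 1.5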;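 also: plate controls were wells without compound for no effect and wells lacking Bcl-B protein for full effect; a part of the inactive calls stands beside numbers as strong as those of hits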
IL1B NFkB pot: enhancers of NFkB p65 translocation in HUVEC – imaging, IL-1B stimulus, high-content imaging, primary screen. HUVEC IL-1B NFkB p65 nuclear translocation imaging. activation, % at 2 µM. 94,000 compounds, 0.3% hits. AID 819, 2007;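 active = activation above 40%, about the mean plus 3 SD, also judged a hit on visual image review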;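 also: percent activation is computed from the nuclear over cytoplasmic p65 intensity ratio; values of inactives mirror those of a sister screen read the other way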
MRP resist rev: reversal of MRP1-mediated doxorubicin resistance, primary screen, H69AR cells, doxorubicin co-treatment | H69AR cells + 2 uM doxorubicin, CellTiter-Glo, 72 h | differential viability (reversal), % at 10 µM | 85,000 compounds, 0.04% hits;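 active = viability drop by adding the cancer drug above about 55%, with treated viability meeting a 40% cutoff, limit read from the data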;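 also: viability without doxorubicin minus viability with 2 µM doxorubicin for each compound; larger differential means the compound sensitizes cells more to doxorubicin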
IL1B NFkB inh: inhibitors of IL-1B driven NFkB p65 nuclear import, primary screen, imaging, HUVEC, IL-1B stimulus, high-content imaging | 94,000 compounds, 0.43% hits | HUVEC IL-1B NFkB p65 nuclear translocation imaging | inhibition, % at 2 µM;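 active = inhibition above about 30% together with a positive call from visual inspection of the well image, limit read from the data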;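 also: nuclear over cytoplasmic p65 intensity ratio measured by imaging; 0% = IL-1B stimulated DMSO wells and 100% = unstimulated DMSO wells; values of inactives mirror those of a sister screen read the other way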
PLAP inhibitors HTS: PLAP enzyme inhibitors, biochemical, luminescence, HTS (AID 690); purified PLAP, luminescent substrate; higher % means a stronger effect; one-dose inhibition, % at 20 µM; IC50 in µM for titrated hits; 96,000 compounds, 0.08% hits; in the data active = a potency from the dose series; inactive = the rest, 99 in 100 with inhibition below about 30%; also: strong numbers were not always called active
MRP resist rev cytotoxicity: second read-out of MRP resist rev, no call of its own (marks repeat the call); viability, %; H69AR cells, CellTiter-Glo, 72 h; measured here: cytotoxicity without doxorubicin
MRP resist rev with doxorubicin: also measured in MRP resist rev; calls as there; viability, %; measured here: viability with 2 uM doxorubicin; active compounds read low
IL1B NFkB inh cell count 2 µM: second read-out of IL1B NFkB inh, no call of its own (marks repeat the call); cell count; measured here: cells passing quality filter;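 raw number of nuclei counted in each imaged well without normalization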
IL1B NFkB pot cell count 2 µM: further read-out of IL1B NFkB pot, marked with its call; cell count; measured here: cells passing quality filter
Numbers without * were called inactive; · = not tested or not shown; & = joins results of further samples. An excerpt; the hit share may differ from the screen's.

SMILES	Bcl-B TR3 displacers	IL1B NFkB pot	IL1B NFkB pot cell count 2 µM	MRP resist rev	MRP resist rev cytotoxicity	MRP resist rev with doxorubicin	IL1B NFkB inh	IL1B NFkB inh cell count 2 µM	PLAP inhibitors HTS
COc1ccc(C2Nc3ccccc3C(=O)N2Cc2ccccc2)cc1CSc1ccccn1 (stereo unspecified)	10.5%	0.1	150	·	·	·	2.1	182	-1.4%
CCCC(=O)c1cn(CC(=O)OC)c2ccccc12	-1.1%	-16.8	88	3.5	99.7	96.2	16.8	88	2.1%
COc1ccc(/C=N/NC(=O)c2nn(-c3ccc(C)c(C)c3)c(=O)c3ccccc23)cc1	0.4%	16.4	166	·	·	·	-16.4	166	-36.3%
CCc1nnc(NC(=O)CSc2nnc(-c3ccccc3O)n2-c2ccc(C)cc2C)s1	-8.1%	-4.6	148	·	·	·	4.6	148	-31.8%
CC(C)(C)c1ccc(NC(=O)NCc2ccco2)cc1	2.7%	-9.0	127	-27.3	39.5	66.8	9.0	127	-8.0%
COc1ccc(NC(=O)Cn2c(-c3ccccc3)cn(-c3ccc(C)cc3)c2=O)cc1	-3.9%	13.6	82	4.2	79.3	75.0	-13.6	82	-4.6%
O=C(COc1ncnc2ccccc12)NCc1ccc2c(c1)OCO2	-5.0%	10.8	142	17.0	103.7	86.7	-10.8	142	24.8%
CCOC(=O)C1C(=O)C=C(c2ccc([N+](=O)[O-])cc2)CC1c1ccccc1 (stereo unspecified)	-22.7%	·	·	·	·	·	·	·	5.7%
Cc1ccc(NC(=O)COc2nc(C)cs2)cc1	-14.1%	-2.3	170	2.8	85.0	82.2	2.3	170	29.2%
CCOC(=O)CSc1nc2ccc(N3CCOCC3)cc2c(=O)n1Cc1ccccc1	-23.6%	-1.5	204	-5.8	76.0	81.8	1.5	204	-54.2%
CCCn1c(N2CCN(CC(=O)c3c(C)n(C)c4ccc(OC)cc34)CC2)nc2c1c(=O)[nH]c(=O)n2C	-4.1%	-3.6	158	-17.9	33.4	51.3	3.6	158	-34.2%
CCNc1nc(N)nc(Oc2ccc(OCCOc3ccccc3)nn2)n1	-3.0%	-2.8	84	7.7	90.1	82.4	2.8	84	16.4%
CC(C)CC(=O)NCCNC(=O)c1cc(OCC(F)(F)F)ccc1OCC(F)(F)F	4.9%	8.4	50	10.6	94.2	83.7	-8.4	50	-0.8%
CC1=NN(S(=O)(=O)c2ccc(F)cc2)C(=O)c2ccccc2O1	-8.4%	3.7	170	12.5	99.1	86.7	-3.7	170	-5.5%
O=C(CCCn1c(=S)[nH]c2cc3c(cc2c1=O)OCO3)N1CCc2ccccc2C1	-8.2%	-3.7	164	-5.4	79.3	84.7	3.7	164	-9.5%

In a second layout: 2 of the compounds above
| molecule | Bcl-B TR3 displacers | IL1B NFkB pot | IL1B NFkB pot cell count 2 µM | MRP resist rev | MRP resist rev cytotoxicity | MRP resist rev with doxorubicin | IL1B NFkB inh | IL1B NFkB inh cell count 2 µM | PLAP inhibitors HTS |
| --- | --- | --- | --- | --- | --- | --- | --- | --- | --- |
| CC1=NN(S(=O)(=O)c2ccc(F)cc2)C(=O)c2ccccc2O1 | -8.4% | 3.7 | 170 | 12.5 | 99.1 | 86.7 | -3.7 | 170 | -5.5% |
| O=C(CCCn1c(=S)[nH]c2cc3c(cc2c1=O)OCO3)N1CCc2ccccc2C1 | -8.2% | -3.7 | 164 | -5.4 | 79.3 | 84.7 | 3.7 | 164 | -9.5% |

Remaining list, next part:
SMILES	Bcl-B TR3 displacers	IL1B NFkB pot	IL1B NFkB pot cell count 2 µM	MRP resist rev	MRP resist rev cytotoxicity	MRP resist rev with doxorubicin	IL1B NFkB inh	IL1B NFkB inh cell count 2 µM	PLAP inhibitors HTS
COc1ccccc1C(=O)N1CCN(CCc2ccccc2)CC1	-5.6%	-7.9	171	5.7	94.7	89.0	7.9	171	-36.3%
O=S(=O)(c1cccc(-c2csc(-c3ccccc3)n2)c1)N1CCOCC1	-0.4%	-5.5	72	-11.1	49.9	61.0	5.5	72	-54.5%
CC(=O)Nc1ccc(S(=O)(=O)Nc2ccc(N3CCOCC3)c(F)c2)cc1	-5.8%	13.7	128	9.6	98.0	88.4	-13.7	128	-1.2%
Cc1ccc(S(=O)(=O)N2CCCC(c3nnc4n3-c3ccccc3SC4)C2)cc1 (stereo unspecified)	-0.5%	-5.8	90	·	·	·	5.8	90	-63.8%
CC(C)C(OC(=O)C1CCCO1)C(=O)NC1CCCC1 (stereo unspecified)	-0.7%	-3.4	198	4.8	100.9	96.1	3.4	198	2.5%
COc1ccc(NC(C)=O)cc1NC(=O)CSc1nnc(-c2ccc(F)cc2)n1N	-64.7%	6.9	92	-9.1	96.6	105.7	-6.9	92	8.2%
Cc1ccc(C(=O)Nc2nc(C)c(C)s2)o1	5.8%	10.5	128	4.3	74.7	70.4	-10.5	128	11.4%
CC(=O)c1c(COC(=O)c2ccco2)nc2ccccc2[n+]1[O-]	68.3%*	·	·	-7.0	90.9	97.9	·	·	-1.2%
CC1=C(C(=O)OCc2ccccc2)C(c2ccccc2OC(F)F)NC(=O)N1 (stereo unspecified)	4.1%	·	·	-5.8	79.4	85.2	·	·	18.2%
Cc1ccc(C)c(C(=O)NCCN(C)C)c1	-7.1%	8.2	185	-3.0	103.5	106.6	-8.2	185	6.8%
c1ccc(-c2ccccc2-c2nc(-c3ccncc3)no2)cc1	-6.3%	6.4	152	2.0	79.5	77.5	-6.4	152	13.9%
Cc1cc(C(=O)NCCCC(=O)O)c(C)o1	9.5%	14.1	62	1.0	88.1	87.0	-14.1	62	8.7%
Cc1cc(=O)n2[nH]c(-c3ccccc3Cl)cc2n1	3.0%	-6.1	154	4.3	86.3	82.0	6.1	154	·
Nc1ccc(Cl)c(NC(=O)c2cccs2)c1	-7.4%	7.4	193	1.3	106.2	104.9	-7.4	193	-10.7%
CCOc1ccc(-c2nnc(N)s2)cc1	-5.5%	2.1	117	-6.8	96.8	103.7	-2.1	117	22.5%
Cc1cc(C)c2oc(-c3ccc(Cl)c(NC(=O)c4ccc(C#N)cc4F)c3)nc2c1	0.0%	13.2	175	-13.6	21.6	35.2	-13.2	175	-7.5%
O=C(c1cccs1)N1CCN(C(=O)N2CCOCC2)CC1	-8.5%	-1.2	169	2.9	98.6	95.7	1.2	169	16.4%
O=C(CSc1nc(-c2ccco2)cc(C(F)(F)F)n1)NCCc1ccccc1	-5.7%	3.7	117	-3.4	79.5	82.9	-3.7	117	15.9%
O=C(NNc1c2ccccc2nc2ccccc12)c1ccc(O)cc1O	-128.6%	2.1	181	·	·	·	-2.1	181	8.2%
CS(=O)(=O)Nc1ccc(C(=O)N2CCN(c3ccccc3)CC2)cc1	-3.6%	-18.4	182	17.2	98.8	81.6	18.4	182	-6.6%
CCOc1ccccc1NC(=O)N1CCC(NC(=O)c2ccccc2C)CC1	-7.0%	14.1	132	-8.2	90.9	99.1	-14.1	132	-12.8%
CCCOc1ccc(C(=O)N2CCCC2C(=O)O)cc1 (stereo unspecified)	-6.1%	0.8	186	-6.0	91.6	97.5	-0.8	186	8.9%
NCC12CC3CC(C1)CC(CN)(C3)C2	1.2%	8.5	85	1.9	98.1	96.2	-8.5	85	16.1%
COc1cc(C)ccc1OCCOCCOc1ccccc1Br	6.1%	9.1	183	·	·	·	-9.1	183	9.3%
Cc1cc(C(=O)CSc2nnc(Cc3ccccc3)o2)c(C)n1Cc1ccc2c(c1)OCO2	-28.2%	9.4	177	·	·	·	-9.4	177	-30.2%
O=c1c2ccccc2nc(CSc2ncnc3nc[nH]c23)n1-c1cccc(C(F)(F)F)c1	-4.1%	-7.5	116	1.2	79.4	78.2	7.5	116	-109.9%
COc1cc(C(C)=O)ccc1OCC(O)CNCC1(N2CCCCC2)CCCCC1 (stereo unspecified)	0.4%	34.1	176	-0.6	74.6	75.2	-34.1	176	21.4%
COc1ccc(C2c3c(-c4ccccc4O)n[nH]c3C(=O)N2CCc2ccc(OC)c(OC)c2)cc1 (stereo unspecified)	1.5%	-8.8	185	43.2	68.3	25.1	8.8	185	-177.9%
Fc1ccc(SCCc2ccncc2)cc1	-3.3%&-5.4%	0.8&2.1	62&152	-21.2&8.8	87.9&96.5	109.1&87.6	-0.8&-2.1	62&152	0.9%&9.6%
O=S(=O)(Nc1cccnc1)c1cccs1	-9.5%	0.5	107	1.4	90.2	88.8	-0.5	107	-15.4%
CC1CCc2nc(NC(=O)C3CC3)sc2C1 (stereo unspecified)	-7.4%	12.1	165	-5.5	93.8	99.2	-12.1	165	-1.4%
Cc1ccc(OCCNS(=O)(=O)c2ccc(N3CCCC3=O)cc2)cc1	·	4.3	134	5.8	95.1	89.3	-4.3	134	·
COc1ccc(NS(=O)(=O)c2ccc(OC)c3ccccc23)cn1	2.5%	-3.7	100	-14.6	55.4	69.9	3.7	100	-16.0%
COc1cc(OC)c2c(c1)OC(c1ccc(OC)c(OC)c1)C(O)C2=O (stereo unspecified)	-1.0%	-1.9	64	-2.4	92.9	95.3	1.9	64	-17.2%
CC1(C)CN(c2ccccc2)N(C(=O)c2ccc(C#N)cc2)C1=O	-11.1%	6.2	138	·	·	·	-6.2	138	6.8%
COc1ccc(C(=O)/C=C/Nc2cccc(O)c2)cc1	-21.6%	-0.8	165	3.8	88.5	84.7	0.8	165	12.2%
O=C(NC1(C(F)(F)F)C(=O)Nc2c1c(=O)[nH]c(=O)n2-c1ccccc1)c1cccnc1 (stereo unspecified)	11.9%	-1.2	96	-10.0	97.2	107.2	1.2	96	-9.8%
CCCC(=O)Nc1cccc(C(=O)Nc2nccs2)c1	-5.0%	10.7	121	3.6	89.6	86.0	-10.7	121	1.4%
c1csc(-c2nc3nc4ccccc4nc3n2Cc2ccc3c(c2)OCO3)c1	37.8%	1.5	162	19.7	73.9	54.2	-1.5	162	-47.5%
CCn1c(Cc2ccccc2)nnc1SCC(=O)Nc1nc(C)c(C)s1	-8.5%	-0.7	107	9.9	84.4	74.4	0.7	107	-19.9%
Cc1ccc(OCCC(=O)OCC(=O)Nc2ccc(Cl)cn2)cc1	·	·	·	-15.2	80.6	95.8	·	·	-18.3%
COc1ccc(-c2noc(-c3ccccc3C(=O)Nc3cccnc3)n2)cc1	-6.7%	-4.8	97	10.0	75.5	65.6	4.8	97	17.9%
O=C(c1ccco1)N1CCN(C(c2ccccn2)c2nnnn2C2CCCC2)CC1 (stereo unspecified)	·	-1.3	159	·	·	·	1.3	159	·
CC(=O)Nc1ccc(S(=O)(=O)Nc2nc(CN3CCOCC3)nc3sc4c(c23)CCCC4)cc1	-24.2%	-2.5	195	15.7	87.0	71.3	2.5	195	-70.8%
CCN1C(=O)/C(=C/c2cn(C)nc2C)SC1=S	0.4%	9.7	136	·	·	·	-9.7	136	5.0%
Cc1ccc(S(=O)(=O)NC(C)(C)CSc2nnc(Nc3ccccc3)s2)cc1	-1.9%	3.2	164	-9.6	86.6	96.2	-3.2	164	6.0%
O=C(CSc1nnc(-c2cccs2)n1Cc1ccccc1)NCc1ccc2c(c1)OCO2	-4.6%	24.8	50	-1.6	75.3	76.9	-24.8	50	-12.2%
Cn1c(=O)oc2cc(S(=O)(=O)N3CCCC3)ccc21	3.0%	17.9	189	18.6	95.2	76.6	-17.9	189	4.7%
COc1ccc(Cl)cc1C(=O)NCc1cn(C)nc1C	-1.2%	10.7	175	5.9	86.1	80.2	-10.7	175	-12.6%
COc1ccccc1S(=O)(=O)Cc1ccc(C(=O)N2CCN(c3ccccn3)CC2)o1	4.1%	·	·	·	·	·	·	·	-43.0%
O=C(c1ccc(-c2ccccc2)cc1)N1CCN(c2ncccn2)CC1	-5.3%	0.9	106	-2.4	87.0	89.4	-0.9	106	-31.8%

3 compounds from above, sorted by the number in Bcl-B TR3 displacers, ascending:
mol,Bcl-B TR3 displacers,IL1B NFkB pot,IL1B NFkB pot cell count 2 µM,PLAP inhibitors HTS
Cc1cc(C(=O)CSc2nnc(Cc3ccccc3)o2)c(C)n1Cc1ccc2c(c1)OCO2,-28.2%,9.4,177,-30.2%
CC1=NN(S(=O)(=O)c2ccc(F)cc2)C(=O)c2ccccc2O1,-8.4%,3.7,170,-5.5%
O=C(c1ccc(-c2ccccc2)cc1)N1CCN(c2ncccn2)CC1,-5.3%,0.9,106,-31.8%
